Artemis inh: blocks endonuclease activity of human Artemis; Q96SD1; recombinant Artemis, quenched FAM hairpin cleavage fluorescence; inhibition, % at 10 µM; actives 0.78% (n = 30,000); AID 686954;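 active = at 10 µM dose, at least 30% inhibition, measured as corrected fluorescence normalized to stimulator and neutral control wells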
Target sequence (Q96SD1 whole entry, looked up): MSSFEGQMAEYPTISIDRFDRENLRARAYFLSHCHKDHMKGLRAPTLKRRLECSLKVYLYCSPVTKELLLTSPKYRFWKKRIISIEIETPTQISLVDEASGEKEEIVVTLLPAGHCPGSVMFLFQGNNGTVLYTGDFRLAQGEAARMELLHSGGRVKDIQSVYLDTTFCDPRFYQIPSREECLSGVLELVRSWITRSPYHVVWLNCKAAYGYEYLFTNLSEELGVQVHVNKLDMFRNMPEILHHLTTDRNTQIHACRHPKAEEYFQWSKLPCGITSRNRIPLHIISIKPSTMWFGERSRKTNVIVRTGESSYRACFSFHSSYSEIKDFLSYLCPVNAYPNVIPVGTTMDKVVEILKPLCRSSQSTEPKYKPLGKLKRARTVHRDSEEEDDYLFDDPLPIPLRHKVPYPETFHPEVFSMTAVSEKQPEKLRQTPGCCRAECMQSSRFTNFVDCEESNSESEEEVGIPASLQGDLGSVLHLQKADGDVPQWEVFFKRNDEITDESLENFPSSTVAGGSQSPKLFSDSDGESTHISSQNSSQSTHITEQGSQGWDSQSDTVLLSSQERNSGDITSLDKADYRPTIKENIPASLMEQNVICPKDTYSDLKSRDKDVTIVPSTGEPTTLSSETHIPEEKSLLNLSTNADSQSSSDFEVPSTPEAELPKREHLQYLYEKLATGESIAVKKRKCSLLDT
Active calls of the source: *. The list is partial; rates above refer to the full screens.

SMILES | Artemis inh
Cc1nnsc1NC(=O)OCc1ccc(Cl)cc1Cl | -8
CCCCN(CCCC)Cc1cc2ccccc2c2c1COC2 | -8
COC(=O)c1cccc(CSc2nnc(-c3ccco3)n2-c2ccccc2)c1 | 7
CC(=O)Nc1ccc2[nH]c(C)cc(=O)c2c1 | 8
Cc1noc(C)c1COc1ccc(C(=O)OCC(=O)Nc2ccc3c(c2)OCO3)cc1 | 2
Cc1ccnc(N2CCN(C(=O)CSc3nc4ccccc4nc3N3CCCCC3)CC2)c1 | 22
N#Cc1c(N)n(C2CCCCC2)c2nc3ccccc3nc12 | -4
Cn1c(CO)cnc1SCc1ccc(Cl)cc1 | 11
CCn1c(-c2cccc(Br)c2)n[nH]c1=S | 1
N#Cc1c(N2CCCCC2)nc(N)c2c(N)nc3c(c12)CC(c1ccccc1)O3 (stereo not given) | 13
CCN(CCO)C(=O)CC(c1ccccc1)c1cc(Br)ccc1O (stereo not given) | 1
O=P(CO)(Cc1ccccc1)Cc1ccccc1 | -3
CCOC(=O)c1sc(-c2ccccc2)cc1NC(=O)CSc1nnnn1C | 12
NC(=NC(=O)c1ccccc1)C1=C(O)CCC1=O | 0
COc1ccc(C(=S)N2CCN(C)CC2)cc1Br | -4
Cc1ccccc1C(=O)Nc1cccc(NC(=O)c2ccc(-c3ccc(Br)cc3)o2)c1 | 12
Cc1cccc(NC(=S)NN2CCN(C)CC2)c1C | -6
c1ccc2c(c1)oc1c(NCc3ccc4c(c3)OCO4)ncnc12 | 1
O=C(CCSc1nc(-c2ccc3c(c2)OCO3)cc(C(F)(F)F)n1)NCc1ccccc1 | 7
CC(=O)Nc1nc2n(n1)C(c1ccc(F)cc1)C=C(c1ccccc1)N2 (stereo not given) | 3
FC(F)(F)COc1nc(N2CCCCC2)nc(N2CCNCC2)n1 | -6
C/C(=N/NS(=O)(=O)c1ccc(Br)cc1)c1ccc(NC(=O)c2ccc(C)o2)cc1 | 6
CCc1ccc(OCCNC(=O)c2ccccc2SCc2ccccc2)cc1 | 11
CC(CCc1ccco1)NC(=O)CSc1cc(=O)n(C)c2ccccc12 (stereo not given) | 2
O=C(/C=C/c1ccco1)NC(=S)Nc1cccc(-c2nc3ccccc3s2)c1 | 19
Cn1c2ccccc2c2c(C(=O)NCC3CCCO3)cn(C3CCCC3)c(=O)c21 (stereo not given) | -7
CCOc1ccc(C)cc1S(=O)(=O)n1ccnc1 | -2
Cc1ccc(N2CCN(C(=O)c3ccccc3NC(=O)C3CC=CCC3C(=O)O)CC2)cc1 (stereo not given) | 16
CC(C)(C)OC(=O)NNC(=S)NCc1ccc(Cl)cc1 | -8
Cc1c(O)ccc2c3c(c(=O)oc12)CCC(C)C3 (stereo not given) | 15
C=CCN(C(=O)CCC(=O)O)C1CC(=O)N(c2ccc(OCCC)cc2)C1=O (stereo not given) | -4
Cn1c(=O)[nH]c(=O)c2c1nc(Br)n2Cc1ccccc1Cl | -8
Cc1ccc2nc(SCC(=O)Nc3c(C)n(C)n(-c4ccccc4)c3=O)[nH]c2c1 | -3
COCCCn1cnc2c(c1=O)c1nc3ccccc3nc1n2-c1ccc(C)cc1 | 8
CCN(CC)CCn1c2ccccc2c2cnc(N)c(C#N)c21 | 1
Cc1cc(C)cc(OCC(=O)OCCN2C(=O)c3ccccc3C2=O)c1 | -4
CCCC(=O)N1CCN(c2ccc(NC(=O)C(C)(C)C)cc2)CC1 | -6
C=CCn1c(SC/C=C/c2ccccc2)nnc1-c1sc(N)nc1C | 11
CCOC(=O)c1c(NC(=O)C2C3CCC(O3)C2C(=O)O)sc(C)c1-c1ccc(C)cc1 (stereo not given) | 26
COC(=O)c1c(-c2ccccc2)csc1NC(=O)CSc1ncnc2sc(C)c(C)c12 | 9
COc1ccc(NC(=O)CSc2ccc3c(c2)OCCO3)cc1OC | 2
CC(=O)Nc1ccc(C(=O)N2CCCC2)cc1 | -1
CC(Oc1ccc(C(=O)NC2CCCCC2)cc1)C(=O)O (stereo not given) | -9
Cc1cc(-c2csc(N)n2)c(C)n1C | 32*
CC(C)Cc1nnc(NC(=O)CC(=O)Nc2ccccc2C(=O)O)s1 | -5
Fc1ccccc1N1CCN(c2ncnc3[nH]ncc23)CC1 | 4
O=S(=O)(NCc1ccco1)c1cccc2cccnc12 | 1
Cc1ccccc1NC(=O)CN1C(=O)NC2(CCCCC2)C1=O | -1

4 entries from above, as labelled records:
> C=CCn1c(SC/C=C/c2ccccc2)nnc1-c1sc(N)nc1C
  Artemis inh = 11
> CCOC(=O)c1c(NC(=O)C2C3CCC(O3)C2C(=O)O)sc(C)c1-c1ccc(C)cc1 (stereo not given)
  Artemis inh = 26
> COC(=O)c1c(-c2ccccc2)csc1NC(=O)CSc1ncnc2sc(C)c(C)c12
  Artemis inh = 9
> COc1ccc(NC(=O)CSc2ccc3c(c2)OCCO3)cc1OC
  Artemis inh = 2

New compounds follow.
SMILES | Artemis inh
COC(=O)c1c(C)oc2ccc(NS(=O)(=O)c3cc(OC)ccc3OC)cc12 | -4
C[n+]1ccc(/C=C/c2ccc(Br)cc2)cc1 | 5
COCCn1nnnc1CN(Cc1cc2cc(OC)c(OC)cc2[nH]c1=O)C1CCCC1 | -5
CCNc1oc(COc2cccc(C)c2)nc1C#N | -6
CCn1c(-c2csc(-c3ccc(Cl)cc3)n2)n[nH]c1=S | -1
CCOC(=O)C1=C(CSc2nc(-c3ccccc3)ccc2C#N)OC(N)=C(C#N)C1c1ccccc1 (stereo not given) | 8
COC(=O)c1sc(NC(=O)COc2ccccc2)nc1C | 3
O=C(Oc1csc(=S)n1C(=O)c1ccccc1)c1ccccc1 | -3
CCCN(CCC)C(=O)Cn1ccc(=N)c2ccccc21 | -2
CCCCn1c(=O)[nH]c(=O)c2c1nc(-c1ccsc1)n2Cc1ccccc1 | 13
Cc1cc(OC(=O)c2ccccc2Cl)cc(=O)n1C | 1
CCOc1ccc(NC(=O)Cn2c(=O)oc3ccccc32)cc1 | -2
Cc1ccn2c(C(=O)CSc3ccc(Cl)cc3)c(C)nc2c1 | 0
CN1CCN(NC(=O)c2ccccc2F)CC1 | -4
N#Cc1cc(-c2ccccc2)nnc1Oc1ccccc1Cl | 0
COc1cccc(N2C(=O)c3ccncc3C2=O)c1 | 9
COc1ccc(CNS(=O)(=O)c2ccc(OC)cc2)cc1 | -2
COc1cccc(OCc2cc(/C=N/NC(=O)c3nc(Cl)c(Cl)c(N)c3Cl)ccc2OC)c1 | 18
Cc1c(CN2CCCCC2)c(O)n(CCCO)c(=O)c1C#N | -3
CN1CCN(c2ccc([N+](=O)[O-])cc2C(=O)N2CCOCC2)CC1 | 12
COC(=O)c1cc(NC(=O)C23CCC(C)(C(=O)O2)C3(C)C)cc(C(=O)OC)c1 (stereo not given) | -3
O=C(CCSc1nc(-c2ccco2)cc(C(F)(F)F)n1)NCc1ccccn1 | 4
Cc1ccc(NC(=O)CSc2nnc(-c3ccco3)c(-c3ccco3)n2)cc1 | 28
COc1ccc(-c2[nH]ncc2/C=C(/C#N)C(=O)NC2CCCCCC2)cc1 | 7

Exported with each value named: entries from further up.
CN1CCN(c2ccc([N+](=O)[O-])cc2C(=O)N2CCOCC2)CC1
  Artemis inh = 12
COc1cccc(N2C(=O)c3ccncc3C2=O)c1
  Artemis inh = 9
COc1ccc(-c2[nH]ncc2/C=C(/C#N)C(=O)NC2CCCCCC2)cc1
  Artemis inh = 7
CN1CCN(NC(=O)c2ccccc2F)CC1
  Artemis inh = -4

(next part)
SMILES | Artemis inh
CCCNC(=O)c1cccc(Cn2nc(C)c(Br)c2C)c1 | -3
CC(C)NC(=O)c1ccc(Sc2ccccc2)c([N+](=O)[O-])c1 | -3
COc1ccc(OC)c(C(c2nnnn2CC2CCCO2)N2CCN(C)CC2)c1 (stereo not given) | -3
CC(C)(C)n1nnnc1C(c1cccc(C#N)c1)N1CCCCCC1 (stereo not given) | -11
O=C(NC1CCCCC1)c1nn2c(C(F)(F)F)cc(-c3ccco3)nc2c1Br | 3
CSCCC(NC(=O)c1ccco1)C(=O)OCC(=O)Nc1ncc(Cl)c(C)c1Cl (stereo not given) | -5
CCn1c(=O)c2c(nc3n2CCCN3CCc2ccccc2)n(C)c1=O | -9
Cc1cnc(NC(=O)COc2cccc3c2OC(C)(C)C3)s1 | 0
Cc1occc1-c1nnc(SCC(=O)N2CC(=O)Nc3ccccc32)n1CC(C)C | 1
COc1cc(NC(=O)CN2C(=O)c3ccccc3S2(=O)=O)c(OC)cc1Cl | 3
O=C1C2C3C=CC(C3)C2C(=O)N1c1nc2ccccc2s1 (stereo not given) | 1
O=C1c2ccccc2S(=O)(=O)N1CC(O)Cn1ccc2ccccc21 (stereo not given) | 0
COc1cccc(OC)c1C(=O)Nc1ccccc1N1CCCC1 | 3
O=C(O)Cc1ccc(C(=O)c2ccccc2F)s1 | 0
COC(=O)CCCNC(=O)OCc1ccc([N+](=O)[O-])cc1 | -2
COC(=O)c1ccc(C2C(C(=O)c3cc4ccccc4o3)=C(O)C(=O)N2CCCN(C)C)cc1 (stereo not given) | 3
Cn1c(Cc2ccccc2)nnc1SCC(=O)NC1CCCCC1 | -3
CCSC1=C(C#N)C(c2ccc(OC)c(OC)c2)CC(=O)N1 (stereo not given) | -8
Cc1ccc(NC(=O)COc2ccc3oc4c(c3c2)CCCC4)nc1 | -7
c1ccc2c(N3CCOCC3)nc(-c3ccncc3)nc2c1 | -1
N#CC(C(=O)Nc1ccc(Cl)c(Cl)c1)=C1Nc2ccccc2N1 | -8
S=c1nc(-c2ccc(Br)cc2)oc2c1CCCC2 | 10
CCN1CCN(Cc2ccc(NC(=O)Nc3cccs3)cc2)CC1 | 9
C=CCC(C#Cc1ccccc1)[N+](C)(C)CC=C (stereo not given) | 1
Nc1c(C(=O)c2ccccc2)sc2snc(SCC(=O)c3ccccc3)c12 | 22
Cc1ccccc1Cn1c(=N)n(CC(O)c2ccco2)c2ccccc21 (stereo not given) | 3
Cc1cccc(C(=O)NNC(=O)C(=O)NC(C)(C)C)c1 | 4
CNc1nnc(-c2cc3cc(Cl)ccc3oc2=O)s1 | 11
CCOc1cc(C)c(Cl)cc1S(=O)(=O)N(C)C | -13
CCCOc1ccc(C(O)(CCC)CCN2CCCCC2)cc1 (stereo not given) | -3
CCCSc1nc(C)c(C(C)=O)cc1C#N | 4
Cc1ccc(-n2nnc3c(SCC(=O)NCc4ccco4)ncnc32)cc1 | 11
Fc1ccc(-n2c(-c3ccco3)nc3nc4ccccc4nc32)cc1 | -7
O=S(=O)(Nc1ncnc2sc3c(c12)CCC3)c1ccc(Cl)s1 | 4
O=C1CC(c2ccccc2)n2nc(NC(=O)C3CCCO3)nc2N1 (stereo not given) | -8
C=C(C)c1cccc(C(C)(C)NC(=O)N2CCCC(C(N)=O)C2)c1 (stereo not given) | -16
CN(C)C(=O)CNC(=O)C1CCCCC1 | 3
O=C(CCSc1nc(-c2ccco2)cc(C(F)(F)F)n1)N1CCN(c2ccccn2)CC1 | 5
O=C(CN1CCOCC1)c1c[nH]c2ccccc12 | 3
O=c1cc(CSc2ccccn2)[nH]c(=O)[nH]1 | -4
COC(=O)c1cn(Nc2ncc(C(F)(F)F)cc2Cl)c(=O)c2ccccc12 | 4
C=CCN1CCN(C(c2ccc(Cl)cc2)c2nnnn2CCc2ccc(OC)c(OC)c2)CC1 (stereo not given) | 3
O=C(Cn1cnc2ccccc2c1=O)NCC(=O)N1CCN(Cc2ccc3c(c2)OCO3)CC1 | -1
O=S(=O)(NCc1ccccn1)c1cccc2nsnc12 | 0
COc1ccc(N2C(=O)C(Cl)=C(N3CCCC(C)C3)C2=O)cc1 (stereo not given) | 0
COc1ccc(N(C(=O)c2ccco2)C(C(=O)NC2CCCC2)c2ccc(N(C)C)cc2)cc1 (stereo not given) | -5
C#CCNc1nc(CC)nc2c1nnn2Cc1ccccc1F | 6
CC1Cc2ccccc2N1S(=O)(=O)c1cccc(C(=O)NC2CC2)c1 (stereo not given) | -7
CCSC1=C(C#N)C(c2cccc(OC)c2)CC(=O)N1 (stereo not given) | 6
Cc1ccc(Nc2nc(N)nc(CSc3nccn3C)n2)c(C)c1 | -6
Nc1nc(Cl)cc(N2CCOCC2)n1 | -4
CSCCC(NC(N)=O)C(=O)NCC1CCCCC1 (stereo not given) | -3
C#CC(CO)N(CCN(Cc1ccccc1)C(C#C)CO)Cc1ccccc1 (stereo not given) | 5
O=C(Nc1cccc2c1CCCC2)C1CCCN(S(=O)(=O)c2cccc3nonc23)C1 (stereo not given) | 0
CCOC(=O)c1cnc2ccc(C)cc2c1Sc1ccccc1 | 2
O=C1Nc2ccccc2C12OCCCO2 | -10
CC(=O)c1cccc(NS(=O)(=O)c2ccc(N/C=C\C(=O)c3ccc(F)cc3)cc2)c1 | 6
Cc1[nH]c(=O)[nH]c(=O)c1S(=O)(=O)N1CCC(C(=O)N2CCN(Cc3ccccc3)CC2)CC1 | -4
Cc1nnc(NC(=O)CCC(=O)NCc2ccco2)s1 | -2
CCC1CCCCN1CCNC(=O)C1CCN(S(=O)(=O)c2c(C)noc2C)CC1 (stereo not given) | -1

Next section.
SMILES | Artemis inh
COc1ccc(Oc2nc(C)cc(C)c2S(=O)(=O)c2ccc(C)cc2)cc1 | 1
CSc1nsc(/C=C/Nc2cccc(Cl)c2)c1C#N | -3
C=CCSc1nnc(-c2cc3c(C(F)(F)F)nn(C)c3s2)n1C | 4
O=C(c1cccs1)N1CCCC(c2ccccc2)C1 (stereo not given) | 9
O=C(O)CC(NC(=O)c1ccccc1NC(=O)c1ccccc1)C(=O)O (stereo not given) | 7
Cc1cccc(Nc2ccccc2)c1 | 2
COc1ccc(CCNc2ncnc3[nH]ncc23)cc1OC | 6
CCCCOC(=O)CCc1c(C)[nH]c(=S)[nH]c1=O | 10

Screening data deposited in PubChem by Sanford-Burnham Center for Chemical Genomics.
